CHO-K1 Ca antag: counter-screen for M1 antagonists: effect in parental CHO-K1 cells. ATP-induced calcium, Fluo-8 fluorescence. inhibition, % at 3 µM. 360,000 tested, 0.6% active. AID 602250;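 active = inhibition above a per-plate cutoff, the plate's mean sample inhibition plus 3 SD, cut at about 24% in these data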;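 note: 0% = DMSO plus EC80 ATP and 100% = DMSO alone without ATP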
TAAR1 agonist: human TAAR1 agonists, primary screen, Fluo-8 calcium fluorescence, CHO RD-HGA16 cells; 360,000 tested, 0.99% active; activation, % at 3 µM; vehicle wells 0%, saturating PEA agonist 100%; AID 624467, 2012; Trace amine-associated receptor 1 (Homo sapiens), Q96RJ0;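 active = activation above the mean activation of all test compounds in the run plus 3 SD, cut at about 38% in these data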
Target sequence (Q96RJ0 whole entry, looked up): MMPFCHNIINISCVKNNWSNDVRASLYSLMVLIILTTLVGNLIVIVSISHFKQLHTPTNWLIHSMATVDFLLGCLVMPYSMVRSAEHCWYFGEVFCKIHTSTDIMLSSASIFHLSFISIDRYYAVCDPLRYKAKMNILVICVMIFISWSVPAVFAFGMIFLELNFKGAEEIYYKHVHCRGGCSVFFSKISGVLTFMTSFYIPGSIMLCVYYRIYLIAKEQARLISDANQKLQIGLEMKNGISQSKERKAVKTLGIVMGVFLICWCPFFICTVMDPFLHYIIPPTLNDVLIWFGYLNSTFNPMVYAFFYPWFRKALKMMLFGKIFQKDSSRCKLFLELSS
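Assay system – CHO-derived RD-HGA16 cells with stable Gα16 and human TAAR1 · Compound dosing – one-point dosing at 3 µM (nominal) · Incubation – 17-24 h seeding, 75 min 37 °C dye, 30 min RT · Measured by – kinetic Fluo-8 calcium fluorescence · Control set – DMSO vehicle as 0%, PEA at EC100 as 100% · Repeats – single well for each compound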
CHRM1 agonist: human M1 muscarinic receptor agonists, primary screen, Fluo-8 calcium fluorescence, CHO-K1 cells, HTS | Muscarinic acetylcholine receptor M1 (Homo sapiens), P11229 | CHO-K1 hM1, agonist mode; 0% DMSO, 100% acetylcholine EC100 | activation, % at 3 µM | 360,000 tested, 0.33% active | AID 588814, 2011;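 active = activation above the run's mean compound activation plus 3 SD, cut at about 16% in these data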;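 note: peak over basal fluorescence ratio within a 140 s kinetic read after compound addition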
Target sequence (P11229 whole entry, looked up): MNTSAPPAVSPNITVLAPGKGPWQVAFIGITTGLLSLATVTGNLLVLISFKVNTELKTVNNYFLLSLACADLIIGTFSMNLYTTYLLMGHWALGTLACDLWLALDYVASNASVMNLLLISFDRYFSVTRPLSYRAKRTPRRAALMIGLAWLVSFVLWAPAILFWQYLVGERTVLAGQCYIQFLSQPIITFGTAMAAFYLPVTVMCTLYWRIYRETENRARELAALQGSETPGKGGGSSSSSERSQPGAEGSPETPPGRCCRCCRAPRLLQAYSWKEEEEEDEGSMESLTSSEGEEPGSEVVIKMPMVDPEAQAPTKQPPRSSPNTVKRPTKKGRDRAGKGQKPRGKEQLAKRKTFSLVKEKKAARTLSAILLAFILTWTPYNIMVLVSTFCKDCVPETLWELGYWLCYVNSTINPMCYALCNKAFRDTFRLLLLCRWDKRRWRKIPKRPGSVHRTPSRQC
M1 ag parental: counter-screen for M1 agonists: effect in parental CHO-K1 cells | Fluo-8 calcium fluorescence; scaled to maximal ATP response, vehicle zero | activation, % at 3 µM | 360,000 tested, 0.48% active | AID 602248, 2012; in the data active = activation above about 15%;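 note: untransfected CHO-K1 host cells lacking M1 receptor as counterscreen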
TAAR1 antag: human TAAR1 antagonists, primary screen, Fluo-8 calcium fluorescence, CHO RD-HGA16 cells | Trace amine-associated receptor 1 (Homo sapiens), Q96RJ0 | antagonist | inhibition, % at 3 µM | 360,000 tested, 1.5% active;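 active = inhibition above a per-plate cutoff, the mean inhibition of test compounds on that plate plus 3 SD, cut at about 49% in these data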;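 note: 0% = DMSO plus EC80 beta-PEA response and 100% = DMSO alone without agonist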
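Test system: RD-HGA16 CHO cells with stable hTAAR1 and Gα16 / Probe or stimulus: EC80 β-phenethylamine stimulus / Times: seeding 17-24 h prior, 75-min 37 °C, 30-min RT dye loading / Detection: Fluo-8 calcium-sensitive fluorescence / Read-out basis: % inhibition scaled between DMSO and EC80 PEA controls / Repeats: singlicate, one well per test compound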
CHO parental Ca: ATP-evoked calcium signal inhibitors, parental CHO, primary screen, counter-screen for OX1R antagonist project, cell-based, fluorescence, Fluo-8 calcium dye. parental CHO-K1, ATP-induced calcium, Fluo-8 fluorescence. inhibition, % at 5.6 µM. 330,000 tested, 0.63% active. AID 463079, 2010;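 active = inhibition above that plate's mean sample inhibition plus 3 SD, cut at about 26% in these data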;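 note: 0% = ATP-challenged DMSO wells and 100% = DMSO wells without ATP; some compounds past the cut are filed as inactive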
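Assay system: parental CHO cells; Read-out basis: percent inhibition of ATP-evoked calcium rise, normalized to controls; Benchmarks: ATP and no-ATP DMSO wells; Compound dosing: single nominal dose of 5.6 µM per compound; Signal: Fluo-8 calcium dye fluorescence; Also added: ATP as calcium-mobilizing challenge; Repeats: singlicate.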
CHRM1 antagonist: human M1 muscarinic receptor antagonists, primary screen, CHO-K1 cells, Fluo-8 calcium fluorescence, 1536-well; CHO-K1 hM1, ACh EC80 antagonist; Muscarinic acetylcholine receptor M1 (Homo sapiens), P11229; inhibition, % at 3 µM; 360,000 tested, 1.3% active;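 active = percent inhibition above its own plate's cutoff, namely the mean of that plate's compound wells plus 3 SD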;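 note: peak over basal fluorescence ratio during 140 s after agonist addition; 0% = ACh EC80 plus DMSO and 100% = DMSO alone without agonist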
M1 PAM parental: nonselective calcium activators in parental CHO-K1 cells, primary screen, counter-screen for M1 PAM project, cell-based, Fluo-8 calcium fluorescence, full deck, 1536-well; ATP EC20; 0% at ATP EC20, 100% at ATP max; activation, % at 3 µM; 360,000 tested, 0.02% active; AID 602247, 2012;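 active = activation above the run cutoff, the mean activation of all test compounds plus 3 SD, cut at about 40% in these data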;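 note: peak over basal fluorescence ratio in a 140 s read after ATP addition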
M1 PAM: human M1 muscarinic receptor positive allosteric modulators, primary screen, CHO-K1 cells, Fluo-8 calcium fluorescence, 1536-well. Muscarinic acetylcholine receptor M1 (Homo sapiens), P11229. CHO-K1 hM1, ACh EC20; 0% = ACh EC20, 100% = maximal ACh. activation, % at 3 µM. 360,000 tested, 0.088% active; in the data active = activation above about 19%, passing the limit was not always enough
* hit, by the source's call; . = no result given.

SMILES	CHO-K1 Ca antag	TAAR1 agonist	CHRM1 agonist	M1 ag parental	TAAR1 antag	CHO parental Ca	CHRM1 antagonist	M1 PAM parental	M1 PAM
CCN(CC)C(=O)[C@H]1CC(CC(=O)NCCN2CCOCC2)C(=O)N2CCc3c([nH]c4ccccc34)[C@]12C (stereo not given in full)	-5	1	-2	0.0	7	-4	0	-10	7
O=C(O)CCCc1nc2ccccc2s1	-14	13	-3	0.5	-1	-7	-3	19	9
O=c1cc(-c2ccc(O)c(-c3c(O)cc(O)c4c(=O)cc(-c5ccc(O)cc5)oc34)c2)oc2cc(O)cc(O)c12	-7	5	0	1.5	-3	-2	-4	12	2
CC1CCCC(C)N1S(=O)(=O)c1ccc(S(=O)(=O)N2CCOCC2)cc1 (stereo not given)	-5	2	-4	0.1	-24	-7	-8	14	5
Cn1c(/C=C/N(Cc2ccccc2)c2ccccc2)c([N+](=O)[O-])c(=O)n(C)c1=O	3	3	-12	5.3	7	-12	-5	5	9
O=C(CN1CCCc2ccccc21)N/N=C/c1ccccc1O	13	3	-5	0.5	-10	-17	7	4	-7
COCCCN1C(=O)C(CC(=O)NCc2cccs2)CC(C(=O)N(C)C)=C1C (stereo not given)	-4	1	-4	0.1	0	.	3	-11	-4
Cc1c(N2C(=O)SC(CC(=O)O)C2=O)c(=O)n(-c2ccccc2)n1C (stereo not given)	-8	11	-1	0.1	16	-9	8	1	-4
CC(C)C(NC(=O)CCN1C(=O)c2ccccc2C1=O)c1ccccc1 (stereo not given)	7	4	0	1.1	-6	.	-12	-16	9
COc1cccc(-c2nnc(-c3ccc(C)o3)o2)c1	-16	16	-4	0.5	0	-14	-11	23	8
Fc1ccc(-c2nnc(CSc3nnc(-c4ccc5c(c4)OCO5)o3)o2)cc1	-14	10	-1	3.1	-16	-8	-17	20	8
C/C(=N\OC(=O)NC(C)C)c1sc(-c2ccccc2)nc1C	-8	0	-3	0.4	0	-27	-17	24	5
COc1cc2ccccc2cc1C(=O)Nc1ccc(C)cn1	-5	2	-2	1.6	-29	-8	-15	4	10
CC1(C(=O)NS(=O)(=O)c2ccc(F)cc2F)CCN1C(=O)CCc1ccccc1 (stereo not given)	-3	1	-4	0.9	-2	.	-6	6	2
Nc1nnc(CC(=O)Nc2ccccc2)s1	1	0	4	0.1	5	5	-2	-24	19
CCOC(=O)c1cccc(NC2c3ccccc3C(=O)N2Cc2ccco2)c1 (stereo not given)	12	1	-5	3.1	21	25	3	10	-1
O=C(COc1ccc(Cl)cc1Br)N1CCN(c2ccccc2)CC1	9	4	-4	-0.3	-3	-20	-4	0	3
CCn1c(SCC(=O)NCC2CCCO2)nc2c(c1=O)SC(C)C2 (stereo not given)	17	1	-2	-0.5	-14	0	4	-14	2
O=C(O)c1ccccc1SCc1cn2cc(Cl)ccc2n1	1	2	-3	-0.6	-18	1	5	8	-5
COc1ccc(S(=O)(=O)NCc2ccccn2)cc1NC(=O)c1ccc(C)cc1	1	-2	-4	-1.0	-23	-35	-12	14	8
O=C(NNc1ccc(Cl)cc1)c1cccs1	9	5	-3	0.1	-6	-8	-16	-10	11
CC(OC(=O)CCCN=C1NS(=O)(=O)c2ccccc21)C(=O)c1ccccc1 (stereo not given)	-4	33	19*	16*	9	-2	5	6	-3
CCCc1nn(C)c(C(=O)Nc2cccc3ccccc23)c1Cl	-12	5	-9	0.6	17	-34	-12	15	2
Cc1cc(C)cc(NC(=O)c2cc(C)n(Cc3cccs3)c2C)c1	-9	2	-3	1.0	-12	59*	-10	17	11
COc1cc(NC(=O)CSc2ncnc3sc4c(c23)CCCC4)c(C(=O)O)cc1OC	-13	2	0	1.6	-15	-9	8	-14	-3

Filtered by structure: those above with an aryl thioether with sulfur outside any ring
SMILES	CHO-K1 Ca antag	TAAR1 agonist	CHRM1 agonist	M1 ag parental	TAAR1 antag	CHO parental Ca	CHRM1 antagonist	M1 PAM parental	M1 PAM
Fc1ccc(-c2nnc(CSc3nnc(-c4ccc5c(c4)OCO5)o3)o2)cc1	-14	10	-1	3.1	-16	-8	-17	20	8
CCn1c(SCC(=O)NCC2CCCO2)nc2c(c1=O)SC(C)C2 (stereo not given)	17	1	-2	-0.5	-14	0	4	-14	2
O=C(O)c1ccccc1SCc1cn2cc(Cl)ccc2n1	1	2	-3	-0.6	-18	1	5	8	-5
COc1cc(NC(=O)CSc2ncnc3sc4c(c23)CCCC4)c(C(=O)O)cc1OC	-13	2	0	1.6	-15	-9	8	-14	-3

Next part:
SMILES	CHO-K1 Ca antag	TAAR1 agonist	CHRM1 agonist	M1 ag parental	TAAR1 antag	CHO parental Ca	CHRM1 antagonist	M1 PAM parental	M1 PAM
Cc1cc(NC(=O)C(C)SCC(=O)Nc2nnc(CC(C)C)s2)no1 (stereo not given)	-8	1	0	-0.1	-28	-21	-6	-4	9
Cc1ccnc(NC(c2ccccc2O)c2oc(CO)cc(=O)c2O)c1 (stereo not given)	-5	2	-3	0.0	-6	7	13	8	-7
Clc1ccc(-c2csc(NNC3=NCCCCC3)n2)cc1	18	14	-6	-0.3	1	-4	2	-1	1
Cn1c(N)c(C(=O)N/N=C/c2ccccc2)sc1=S	-11	-1	-5	0.2	-4	-8	-16	21	2
COc1ccc(-n2c3c(c(=O)[nH]c2=O)C(C(F)(F)F)(C(F)(F)F)N=C(CC(C)C)N3)cc1	-2	20	-4	0.5	0	-17	-3	7	4
O=C(c1ccc(C(F)(F)F)cc1)C1CCCN(C(=O)Cn2cncn2)C1 (stereo not given)	-9	0	-3	0.1	-18	-11	-12	-13	11
COc1ccc(OC)c2c1cc(C(=O)N[C@H](C(=O)N1CCC(C(=O)O)CC1)C(C)C)n2C	-2	2	-3	-0.1	-22	.	-6	-20	3
O=C(COc1ccc(-c2ccccc2)cc1)N/N=C/c1cc(O)ccc1Br	11	-1	1	1.5	53*	-20	-2	0	3
CCOc1ncccc1C(=O)Nc1cccc(-n2cnnn2)c1C	-10	4	-1	0.7	-27	-3	-4	-8	3
Cc1cc(C)cc(CC(Cc2nc3ccccc3[nH]2)c2nc3ccccc3[nH]2)c1 (stereo not given)	19	4	-2	6.0	48	20	27	7	-12
c1csc(Cc2nc3ccccc3[nH]2)c1	-21	5	-1	1.0	13	-10	-33	8	6
CCOC(=O)/C(=C\c1ccc(OC)c(OC)c1)C(=O)c1cccnc1	-11	-3	1	1.1	-13	-14	7	11	-3
COc1cccc(NC(=O)C2CCCN2C(=O)Nc2cccc(F)c2)c1 (stereo not given)	-4	13	-1	0.3	2	-8	-13	19	16
O=C(COc1ccccc1Cl)NC(=S)Nc1ccc(CN2CCOCC2)cc1	-9	12	-4	8.0	73*	-22	25	8	-18
COc1ccc(S(=O)(=O)N2CCN(c3ccc4nnc(-c5ccccc5)n4n3)CC2)cc1	7	3	-7	-0.3	7	-4	-11	-2	8
Cc1sc2nc(SCC(=O)Nc3ccc(Cl)c(C(=O)O)c3)[nH]c(=O)c2c1C	-15	3	-4	0.8	12	.	3	-8	5
O=C(COc1ccccc1-c1ccccc1)N/N=C/c1cccnc1	-16	10	-2	4.8	24	-27	4	15	1
CN(C)/C=N/c1cnc(C(=O)c2ccc(Cl)cc2)n1C	7	3	-1	0.5	14	-15	10	-6	26*
CCC1(C)Cc2c(sc3nc(SCC(=O)O)[nH]c(=O)c23)CO1 (stereo not given)	-9	4	-4	0.5	-8	-11	-5	14	-2
Cc1c(O)ccc(C(=O)CN2CCN(c3ccccc3F)CC2)c1O	-14	.	-2	3.0	.	-2	-2	21	-2
O=C1CC(c2ccccc2)CC(O)=C1C=NC1CCCCCC1 (stereo not given)	-8	1	-11	0.7	3	-21	11	8	-11
O=C(O)[C@H](CSCc1ccccc1)NS(=O)(=O)c1ccc(F)cc1	-1	2	-4	0.3	-20	-2	-3	3	0
O=C(CCNS(=O)(=O)c1cccs1)N1CCN(c2cccc(C(F)(F)F)c2)CC1	-11	4	-2	8.1	11	-22	10	4	-7
C=CCNC(=S)/N=c1/ccccn1CC	0	4	-7	-0.1	-26	-4	-11	-1	6
O=C(C[n+]1ccc(/C=N/O)cc1)NC1CCCCC1	1	13	-10	0.4	-3	0	16	17	-18
SMILES	CHO-K1 Ca antag	TAAR1 agonist	CHRM1 agonist	M1 ag parental	TAAR1 antag	CHO parental Ca	CHRM1 antagonist	M1 PAM parental	M1 PAM
O=C(CSc1ccsc1[N+](=O)[O-])NC1CCCC1	26*	1	-8	-0.5	11	-12	1	-14	10
CCc1cc2c(SCC(=O)NC3CCS(=O)(=O)C3)ncnc2s1 (stereo not given)	-12	0	-7	0.4	-7	9	-12	-10	8
Cc1ccc(CS(=O)(=O)CCC(=O)NCCC(C)C)cc1	-9	21	-5	0.3	-11	-7	-2	15	2
CCC1(c2ccc(F)cc2)NC(=O)N(CC(=O)N2CCN(C(=O)c3cccs3)CC2)C1=O (stereo not given)	0	3	-2	0.6	1	.	-3	5	7
CNC(=O)C1C2C=CC3(O2)C1C(=O)N(CCOC)C3C(=O)NCc1ccc(OC)cc1 (stereo not given)	-5	18	-3	0.4	10	-16	-8	13	7
Cc1cc(C(=O)Nc2sc3c(c2C#N)CCC(C)C3)no1 (stereo not given)	-4	12	-4	1.5	7	-11	1	4	4
Cc1ccc(CN2CCCC(C(=O)N3CCCC3)C2)cc1 (stereo not given)	-7	0	-10	0.9	5	0	4	-6	-6
Cn1c(=O)c2cnc(-c3ccc(C(F)(F)F)cc3)nc2n(C)c1=O	-9	4	-2	0.8	-21	2	-8	7	5
Cc1c(C(=O)NCc2ccc(Cl)c(Cl)c2)sc(=O)n1Cc1cccc(F)c1	-9	2	-1	1.6	-2	.	-7	27	1
CCCC(=O)N1CCC1(C)C(=O)NS(=O)(=O)c1ccc(Cl)cc1 (stereo not given)	13	1	-3	0.7	4	.	-10	-2	7
O=S1(=O)N[C@@H](Cc2ccccc2)COc2cc(N3CCN(Cc4ccccc4F)CC3)ccc21	-3	2	.	1.0	-11	.	.	-14	.
N=C1C(c2ccccc2)=C(O)CN1c1cccc(S(=O)(=O)NCc2ccco2)c1	-10	2	-2	0.5	-12	-12	-16	19	14
CCOC(=O)[C@]12CCC=C1N(Cc1ccco1)C(=O)[C@H](CC(=O)NCCC(C)C)C2	-10	0	.	-0.3	-13	.	.	0	.

Assay outcomes as filed in PubChem BioAssay.
